KOR beta-arrestin-1: kappa opioid receptor activators – cell-based, luminescence, uHTS, primary screen (AID 1777); actives 0.02% (n = 280,000); KOR beta-arrestin recruitment, luminescence; higher % means a stronger effect; activation, % at 10 µM, or EC50 in µM where a hit was titrated; in the data active = activation above about 50%, passing the limit was not always enough; note: a part of the inactive calls stands beside numbers as strong as those of hits
GPR55 activation: selective activators of receptor GPR55 – imaging, U2OS cells, beta-arrestin-GFP redistribution, primary screen (AID 1961); U2OS GPR55 beta-arrestin-GFP redistribution imaging; higher % means a stronger effect; one-dose activation, % at 10 µM; EC50 in µM for titrated hits; actives 0.048% (n = 290,000);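 active = activation above 40% with more than 50 cells counted in the well; inconclusive = wells holding fewer than 50 cells, flagged as toxic or sparse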;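 note: U2OS osteosarcoma cells stably expressing GPR55 and beta-arrestin-GFP; plate controls were DMSO negative control for no effect and LPI positive control for full effect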
HEK293 NOD2/NF-kB: inhibition of NOD2-driven NF-kB reporter – cell-based, luminescence, uHTS, HEK293 (AID 1566) | HEK293 NOD2/NF-kB luciferase reporter, luminescence; higher % means a stronger effect | inhibition, % at 4 µM, or EC50 in µM where a hit was titrated | actives 0.63% (n = 290,000); note: many of its hits are not listed in these tables
SV40 large T antigen: TAg ATPase/helicase activity blockers – biochemical (AID 1903); actives 0.39% (n = 310,000); SV40 large T antigen ATPase/helicase inhibition assay; higher % means a stronger effect; inhibition, % at 20 µM, or IC50 in µM where a hit was titrated; in the data active = a potency from the dose series; inconclusive = inhibition mostly from about 32% at the one dose, without a potency; inactive = the rest, 99 in 100 with inhibition below about 32%; note: strong numbers were not always called active
Rac1 GTP hydrolysis: MgcRacGAP GTPase-activating activity inhibitors, confirmation, biochemical, ADP Hunter fluorescence | MgcRacGAP-stimulated Rac1 GTP hydrolysis, ADP Hunter fluorescence; higher % means a stronger effect; GST-tagged Rac1 F28L mutant substrate | one-dose inhibition, % at 30 µM; IC50 in µM for titrated hits | actives 0.6% (n = 340,000) | AID 624330;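 active = first-screen hits whose inhibition reached a set limit at any dose in the follow-up dose series; inconclusive = inhibition above the set first-screen limit but never retested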;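 note: fluorescence reports GDP produced by GAP-driven GTP hydrolysis; strong numbers were not always called active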
KOR beta-arrestin-2: kappa opioid receptor blockers – cell-based, luminescence, uHTS (AID 1778); actives 0.091% (n = 290,000); KOR beta-arrestin recruitment, luminescence, antagonist mode; higher % means a stronger effect; inhibition, % at 10 µM; hits with a dose series show IC50 in µM; note: strong numbers were not always called active
GPR55 antagonists: inhibition of LPI-stimulated GPR55 beta-arrestin translocation – imaging, U2OS, beta-arrestin-GFP, LPI agonist, primary screen (AID 2013); U2OS GPR55 beta-arrestin-GFP translocation imaging, LPI antagonism; higher % means a stronger effect; inhibition, % at 10 µM; hits with a dose series show IC50 in µM; actives 0.13% (n = 290,000);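 active = spots per cell inhibited over 60%, with over 100 cells counted and total cytoplasm intensity under 500,000; inconclusive = wells with under 100 cells, flagged as likely toxic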;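 note: U2OS cells stably carrying GPR55 and arrestin-GFP stimulated by 5 µM LPI near EC80; imaged beta-arrestin-GFP aggregate spots per cell after agonist stimulation; plate controls were LPI-stimulated DMSO wells for no effect and DMSO wells without LPI for full effect; some results filed as inactive read as strong as hits; confirmed hits need IC50 under 10 µM and bright autofluorescent wells are also inconclusive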
HIV fusion peptide: cell-free HIV fusion peptide-binding blockers – biochemical, uHTS, fluorescence dequenching, primary screen (AID 1986). cell-free peptide binding, fluorescence dequenching, 30 min; higher % means a stronger effect. one-dose inhibition, % at 20 µM; IC50 in µM for titrated hits. actives 0.3% (n = 290,000); in the data active = inhibition mostly above about 52%, no sharp cut-off; inactive = mostly below about 76%; note: some results filed as inactive read as strong as hits
NOD1 NF-kB reporter: NOD1 signaling inhibitors, primary screen, cell-based, luminescence, uHTS (AID 1578). actives 1% (n = 290,000). inhibition, % at 4 µM, or EC50 in µM where a hit was titrated. NOD1-driven NF-kB luciferase reporter cells, luminescence; higher % means a stronger effect; in the data active = inhibition mostly above about 36%, no sharp cut-off; inactive = mostly below about 34%;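 note: HEK-293T reporter cells stimulated with the NOD1 agonist gamma-tri-DAP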
An asterisk follows results filed as active; ? = inconclusive; · = not tested or not shown; [ ] = remark or other dose. Cut-off read from the data, not from the text of the source, unless noted: active = inhibition above about 50%; inactive = the rest. A portion of the library; count on the stated rates, not on these rows.

SMILES	KOR beta-arrestin-1	GPR55 activation	HEK293 NOD2/NF-kB	SV40 large T antigen	Rac1 GTP hydrolysis	KOR beta-arrestin-2	GPR55 antagonists	HIV fusion peptide	NOD1 NF-kB reporter
COc1cccc(/C=C/c2nc(S(=O)(=O)c3ccccc3)c(N(C)C)o2)c1	4.3%	-0.1%	3%	12%	3%	16%	0%	1.3%	43%
COC(=O)CN1C(=S)N(c2ccc(OC)cc2)C(=O)/C1=C/c1ccc(N2CCOCC2)cc1	-11%	0.1%	15%	5%	6%	22%	25%	73%*	-37%
O=c1c2ccccc2[nH]c(=S)n1CCN1CCCC1	-3.3%	-0.1%	8%	5%	-4%	-23%[20 µM]	9%	1.4%	-19%
COc1ccc(S(=O)(=O)NC(C)C(=O)NCc2ccncc2)cc1OC (stereo not drawn)	1.0%	0.2%	10%	9%	6%	-31%	-10%	3.4%	-9%
O=S(=O)(c1ccc(F)cc1)N1CCCc2ccccc21	-2.3%	-0.3%	18%	11%	·	-3%[20 µM]	94%*	0.3%	-18%
COc1ccccc1N(C)S(=O)(=O)c1ccc(Cl)c(C(=O)OCc2c(C)noc2C)c1	-3.2%	1.5%	-17%	6%	-11%	14%	23%	-1.4%	8%
CCCn1c(SCC(=O)Nc2nc(C)c(C(=O)OC)s2)nnc1C(C)C	-2.4%	-0.6%	11%	-1%	-3%	15%	-1%	0.8%	2%
O=C(Nc1ccc(C(=O)NCC2CCN(Cc3ccccc3F)CC2)cc1)C1=CSCCO1	5.9%	-0.4%	9%	7%	9%	-10%	16%	0.8%	-17%
CC(C)N(Cc1ccccc1)C(=S)NC(=O)C1(C)CC1(Cl)Cl (stereo not drawn)	-5.3%	-0.5%	12%	6%	3%	-14%	-12%	-0.8%	-20%
O=C(CN1CCN(c2ccccc2O)CC1)NCCCc1ccccc1	-0.4%	-0.4%	5%	15%	-3%	-1%	10%	-2.1%	-19%
COC(=O)c1cc(OC)c(OC)cc1NC(=S)N1CCN(C)CC1	1.1%	-0.1%	9%	-2%	6%	-10%	6%	-2.5%	58%
O=C(NCc1ccncc1)Nc1ccc(Cl)cc1Cl	-2.6%	-0.1%	28%	5%	8%	21%	0%	-1.7%	23%
CCOc1ccc(-c2cc(C)n3nc(C(N)=O)cc3n2)cc1	0.7%	-0.1%	26%	26%	9%	-35%	0%	4.8%	36%
COc1ccc(NC(=O)CSc2nnc(-c3ccccn3)n2Cc2ccco2)cc1OC	0.5%	-0.2%	3%	9%	5%	25%	13%	-0.9%	-1%
CC(C)OCCCNC(=S)NNC(=O)c1ccc(Cl)c(Cl)c1	-1.5%	0.3%	-82%	4%	4%	-8%	3%	-2.6%	-30%
CC(=O)c1ccc(N2CCN(C(=S)NCCCN(C)C)CC2)cc1	-4.1%	0.1%	-6%	9%	5%	16%	6%	-3.9%	3%
COc1ccc(-c2cc3ncnc(Cl)c3s2)cc1	-2.9%	0.2%	-32%	6%	0%	-53%	46%	1.3%	-6%
COc1ccccc1CNC(=O)CCNC(=O)N1CC(=O)Nc2ccccc21	5.3%	-0.1%	9%	7%	11%	6%	2%	0.9%	-11%
Cc1ccc(S(=O)(=O)N2CCOCC2)cc1NC(=O)COC(=O)c1ccc2c(c1)OCO2	-2.8%	0.0%	0%	13%	0%	4%	2%	-0.7%	-45%
CCOC(=O)C1(CC2CC2)CCN(S(=O)(=O)C[C@]23CC[C@H](CC2=O)C3(C)C)CC1	1.3%	-0.2%	17%	1%	-4%	-19%	-9%	0.2%	5%

Structures listed so far that bear a hit mark in HIV fusion peptide:
molecule | KOR beta-arrestin-1 | HEK293 NOD2/NF-kB | SV40 large T antigen | Rac1 GTP hydrolysis | KOR beta-arrestin-2 | HIV fusion peptide | NOD1 NF-kB reporter
COC(=O)CN1C(=S)N(c2ccc(OC)cc2)C(=O)/C1=C/c1ccc(N2CCOCC2)cc1 | -11% | 15% | 5% | 6% | 22% | 73%* | -37%

Ordered by molar mass (smallest number first): 3 of the compounds above
SMILES	KOR beta-arrestin-1	GPR55 activation	HEK293 NOD2/NF-kB	SV40 large T antigen	Rac1 GTP hydrolysis	KOR beta-arrestin-2	GPR55 antagonists	HIV fusion peptide	NOD1 NF-kB reporter
O=C(NCc1ccncc1)Nc1ccc(Cl)cc1Cl	-2.6%	-0.1%	28%	5%	8%	21%	0%	-1.7%	23%
COc1cccc(/C=C/c2nc(S(=O)(=O)c3ccccc3)c(N(C)C)o2)c1	4.3%	-0.1%	3%	12%	3%	16%	0%	1.3%	43%
CCOC(=O)C1(CC2CC2)CCN(S(=O)(=O)C[C@]23CC[C@H](CC2=O)C3(C)C)CC1	1.3%	-0.2%	17%	1%	-4%	-19%	-9%	0.2%	5%

(next part)
SMILES	KOR beta-arrestin-1	GPR55 activation	HEK293 NOD2/NF-kB	SV40 large T antigen	Rac1 GTP hydrolysis	KOR beta-arrestin-2	GPR55 antagonists	HIV fusion peptide	NOD1 NF-kB reporter
ON1C2CCCCC2N(O)C1c1c(F)c(F)c(F)c(F)c1F (stereo not drawn)	-5.9%	-0.2%	5%	10%	4%	13%	11%	-2.0%	-8%
O=C(O/N=C\c1ccc(N2CCCCC2)c([N+](=O)[O-])c1)c1ccc(Cl)cc1Cl	-1.2%	-0.1%	10%	7%	14%	-4%	20%	0.1%	5%
O=C(O)C1(S(=O)(=O)CCC(F)=C(F)F)CC1	-10%	-0.3%	18%	11%	8%	-26%	0%	-1.1%	-10%
O=c1cccccc1NCc1ccccc1	5.3%	-0.1%	-15%	-1%	12%	21%	-9%	26%	-33%
Cc1nnc(NC2=NCCCCC2)o1	2.6%	-0.2%	2%	-4%	6%	30%	0%	-1.0%	-14%
COc1ccc(-n2nc3c(c2NC(=O)c2c(F)cccc2Cl)CS(=O)C3)cc1 (stereo not drawn)	2.4%	-0.1%	-3%	-3%	1%	-1%	-2%	-1.7%	-34%
Nn1c(SCC(=O)Nc2ccc(F)cc2F)nnc1C1CCCCC1	-7.3%	-0.1%	-9%	2%	4%	40%	1%	-4.2%	-7%
COCCn1c(SCC(=O)N2CC(=O)Nc3ccccc32)nnc1-c1ccoc1C	-3.8%	-0.3%	13%	-2%	2%	10%	5%	2.3%	-3%
CN[C@@H]1CC[C@H](c2ccc(Cl)c(Cl)c2)c2ccccc21	-1.1%	-0.2%	34%	4%	11%	-18%	10%	1.0%	2%
O=C(COc1ccccc1)Nc1ccc(Cl)c(-c2nc3ncccc3o2)c1	-1.4%	-0.2%	2%	-2%	3%	-6%	6%	-1.0%	-26%
COc1cc(NC(=O)CN2C(=O)COc3ccc(S(=O)(=O)N4CCCCC4)cc32)cc(OC)c1	-3.2%	-0.1%	2%	4%	8%	-18%	-1%	-1.4%	-1%
Cc1ccccc1NS(=O)(=O)c1ccc(NC(=O)c2ccco2)cc1	-2.9%	0.6%	3%	8%	2%	11%	-5%	-3.6%	6%
Clc1ccc(-c2nnc(CNC3CC3)o2)cc1	1.6%	-0.3%	-16%	2%	-16%	1%	13%	1.9%	-6%
COc1ccc(S(N)(=O)=O)cc1C(=O)NCCCN1CCN(c2ccc(C)cc2)CC1	5.3%	0.5%	6%	11%	13%	-16%	·	-1.4%	-1%
COc1ccc(OC)c(S(=O)(=O)N2CCC(C(=O)Nc3cccc(C(F)(F)F)c3)CC2)c1	2.1%	0.3%	-3%	6%	8%	2%	0%	1.7%	·
Cc1ccc(-c2nc(NCc3ccco3)n(C(=O)c3ccco3)n2)cc1	0.1%	-0.2%	-22%	13%	8%	-2%	10%	-2.1%	-23%
COc1ccccc1NC(=O)CN(c1ccccc1)S(=O)(=O)c1ccccc1	-3.7%	-0.2%	7%	21%	-10%	-6%[20 µM]	5%	0.6%	-20%
C=CC[N+](C)(C)CC(=O)OCc1ccccc1	2.2%	-0.3%	-2%	-1%	2%	-1%	0%	-1.5%	-24%
CC1CCCCN1CCNC(=O)C1CCCN(c2ncnc3c2nc2n3CCCCC2)C1 (stereo not drawn)	-2.8%	0.3%	18%	11%	11%	-20%	15%	0.7%	0%
O=C(Cc1ccc(S(=O)(=O)N2CCOCC2)s1)Nc1ccc2c(c1)CCC2	0.8%	-1.0%	-6%	9%	3%	19%	-6%	-0.9%	-30%
Cc1ccc(C)c(CN2CCC(n3nccc3NC(=O)C3CCCC3)CC2)c1	-1.7%	-0.1%	5%	12%	5%	10%	-3%	1.2%	-26%
N#Cc1ccccc1NC(=O)CN1CCOCC1	-2.5%	1.1%	16%	3%	10%	-23%[20 µM]	10%	-0.9%	-7%
O=C(NC(=S)Nc1cccc([N+](=O)[O-])c1)C1CCCC1	-0.4%	0.2%	20%	-1%	6%	-16%	5%	-1.5%	22%
COc1ccc(-c2cc(C(=O)NCc3cccnc3)no2)cc1OC	3.9%	0.3%	-14%	-3%	8%	-27%	-8%	-0.8%	-2%
CCOC(=O)C1CCCN(c2ncnc3c2[nH]c2cccc(OC)c23)C1 (stereo not drawn)	6.1%	0.1%	-1%	4%	·	36%	13%	-0.4%	22%
COc1cc(C(=O)Nc2ccc(N(C)C)cc2)cc(OC)c1OC	2.7%	-0.2%	-39%	6.3µM*	?	0%	-2%	-2.1%	-22%
CC(=O)Nc1ccc(NC(=O)COc2c(C)cc(Br)cc2C)cc1	0.1%	0.2%	-1%	22%	9%	-4%	-7%	-1.5%	-2%
O=C(CCCNS(=O)(=O)c1cccs1)N1CCN(c2cccc(Cl)c2)CC1	6.9%	-0.1%	9%	5%	2%	14%	11%	-2.3%	-19%
CCOCCn1c(CN2CCCCC2)nc2c1c(=O)n(C)c(=O)n2C	-0.3%	-0.1%	11%	4%	14%	-9%[20 µM]	-14%	-1.3%	-1%
CCOc1ccc(CC(=O)OCn2nnc3ccccc3c2=O)cc1	7.3%	-0.4%	9%	7%	5%	-15%	6%	-1.1%	-24%
Cc1cc(C)c(C)c(S(=O)(=O)NCc2ccncc2)c1C	-2.2%	-0.1%	48%	2%	5%	-26%	0%	0.4%	16%
CCCCNC(=O)CS(=O)Cc1nc(-c2cccs2)oc1C (stereo not drawn)	-3.7%	-0.1%	6%	6%	-1%	-18%	16%	2.9%	5%
Nc1nc(-c2ccco2)nn1C(=O)c1ccc([N+](=O)[O-])cc1	-11%	0.2%	16%	12%	-4%	-6%[20 µM]	16%	-0.4%	-10%
CC(Oc1ccc2c(-c3ccccc3)cc(=O)oc2c1)C(=O)O (stereo not drawn)	-5.7%	-0.2%	4%	-4%	13%	-12%	-2%	0.2%	-8%

Screens: PubChem BioAssay, several laboratories
